Screening data: PubChem, Southern Research Specialized Biocontainment Screening Center
Salmonella PhoP GFP = PhoP regulon inhibitors, Salmonella typhi PhoP promoter GFP reporter, confirmatory (AID 1850). Salmonella Typhi PhoP-promoter GFP reporter, fluorescence, 4 h; higher % means a stronger effect. 0.33% of 310,000 active. one-dose inhibition, % at 50 µM; IC50 in µM for titrated hits; in the data active means a potency from the dose series; inconclusive means inhibition mostly from about 25% at the one dose, without a potency; inactive means the rest, 99 in 100 with inhibition below about 19%;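 further: 0% = induced wells with vehicle and 100% = uninduced wells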
VEEV TC-83 Vero = inhibitors of VEEV TC-83 cytopathic effect, confirmation, Vero cells (AID 588727) | one-dose inhibition, % at 20 µM; IC50 in µM for titrated hits | Vero cells, VEEV TC-83 cytopathic effect inhibition; higher % means a stronger effect | 0.13% of 350,000 active; in the data active means a potency from the dose series; inconclusive means inhibition mostly from about 14% at the one dose, without a potency; inactive means the rest, 99 in 100 with inhibition below about 12%; further: strong numbers were not always called active
influenza NS1A = H1N1 influenza NS1A inhibitors, functional cell based assay (AID 504329); NS1A functional cell-based assay, percent inhibition; higher % means a stronger effect; 0.3% of 340,000 active; inhibition, % at 12.5 µM, or IC50 in µM where a hit was titrated; in the data active means a potency from the dose series; inconclusive means inhibition above about 27% without an active follow-up result; further: strong numbers were not always called active
tuberculosis growth = growth inhibition of non-replicating M. tuberculosis (AID 488890); one-dose inhibition, % at 25 µM; IC50 in µM for titrated hits; Mycobacterium tuberculosis non-replicating, growth inhibition; higher % means a stronger effect; 0.39% of 320,000 active; in the data active means a potency from the dose series; inconclusive means inhibition mostly from about 82% at the one dose, without a potency; inactive means the rest, 99 in 100 with inhibition below about 76%;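 further: plate controls were DMSO cells for no effect and high antibiotic wells for full effect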
H37Rv inhibition = M. tuberculosis growth inhibition, HTS (AID 449762); M. tuberculosis H37Rv growth inhibition, 7H9 media; higher % means a stronger effect; inhibition, % at 25 µM; hits with a dose series show IC50 in µM; 0.59% of 330,000 active; in the data active means a potency from the dose series; inconclusive means inhibition above about 70% without an active follow-up result;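 further: bacterial growth assessed after seven days of incubation; strong numbers were not always called active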
VEEV TC-83 Vero 10K pilot screen = also measured in VEEV TC-83 Vero; calls as there; inhibition, %; measured here: 10K pilot screen inhibition
Numbers without * were called inactive; i = inactive; ? = inconclusive; · = not tested or not shown; & = joins results of further samples.

A first look:
SMILES	Salmonella PhoP GFP	VEEV TC-83 Vero	influenza NS1A	tuberculosis growth	H37Rv inhibition	others
C=CCc1ccccc1OCC(O)Cn1ccnc1C (centres undefined)	-11%	i	-11%	33%	-9%
CC1(C)Cc2ccccc2-c2nnc(SCC(=O)N3CCN(c4ccccc4)CC3)n21	1%	0.5%	2%	19%	6%
CC(C)C(NC(=O)c1ccco1)C(=O)OCc1cc([N+](=O)[O-])cc2c1OCOC2 (centres undefined)	-1%	i	-5%	-3%	-7%
Cc1ccc(-c2onc3ccc(C(=O)/C=C/N(C)C)cc23)cc1	2%	4.5%	-9%	52%	8%
CCC1CCCCN1CCCNC(=O)CS(=O)(=O)Cc1nc(-c2cccc(OC)c2)oc1C (centres undefined)	4%	1.7%	4%	21%	4%
CN=C(Nc1ccc(Cl)cc1)c1ccc(C(F)(F)F)cc1	-3%	1.5%	-9%	15%	-10%
O=C(NCCc1ccco1)c1ccc(OCc2cn3ccccc3n2)cc1	·	2.7%	4%	22%	1%
N#CCc1c(C#N)c(N)nc(N2CCCC(CO)C2)c1C#N (centres undefined)	12%	0.9%	-1%	-6%	0%
O=C(Nc1ccccc1)C1CC(=O)N(c2ccc3c4c(cccc24)CC3)C1 (centres undefined)	0%	0.4%	4%	-1%	1%
Oc1c(Br)cc2oc3c(c2c1CNCc1ccccc1)CCCC3	7%	3.3%	3%	·	-13%
Cc1cccc(N(CC(=O)NCc2ccco2)C(=O)CCC(=O)Nc2nccs2)c1	-3%	2.2%	-2%	2%	3%
COCCSc1nnc(NS(=O)(=O)Cc2ccccc2)s1	0%	0.8%	-5%	4%	1%
COc1cc(-c2cc(N3C(=O)Nc4ccccc4N3O)n[nH]2)cc(OC)c1OC	-6%	i	6%	21%	6%
COc1ccc(S(=O)(=O)N2CCC(C(=O)NCCN3CCOCC3)CC2)cc1OC	11%	i	1%	-7%	0%
CN(Cc1ccco1)Cc1ccc(O)c2ncccc12	·	i	-11%	30%	34%
CN(C)CCN(Cc1ccccc1)c1ccccn1	3%&13%	0.4%	-7%	14%	4%
CC(C)CC1NC(=O)N(CC(=O)Nc2ccc(OCc3ccccc3)cc2)C1=O (centres undefined)	·	3.5%	-4%	·	·
CN(CC(=O)NCc1cccc(F)c1)C(=O)c1ccco1	-9%	i	-7%	-11%	-7%

The whole of this part (from the top)
SMILES	Salmonella PhoP GFP	VEEV TC-83 Vero	influenza NS1A	tuberculosis growth	H37Rv inhibition	others
C=CCc1ccccc1OCC(O)Cn1ccnc1C (centres undefined)	-11%	i	-11%	33%	-9%
CC1(C)Cc2ccccc2-c2nnc(SCC(=O)N3CCN(c4ccccc4)CC3)n21	1%	0.5%	2%	19%	6%
CC(C)C(NC(=O)c1ccco1)C(=O)OCc1cc([N+](=O)[O-])cc2c1OCOC2 (centres undefined)	-1%	i	-5%	-3%	-7%
Cc1ccc(-c2onc3ccc(C(=O)/C=C/N(C)C)cc23)cc1	2%	4.5%	-9%	52%	8%
CCC1CCCCN1CCCNC(=O)CS(=O)(=O)Cc1nc(-c2cccc(OC)c2)oc1C (centres undefined)	4%	1.7%	4%	21%	4%
CN=C(Nc1ccc(Cl)cc1)c1ccc(C(F)(F)F)cc1	-3%	1.5%	-9%	15%	-10%
O=C(NCCc1ccco1)c1ccc(OCc2cn3ccccc3n2)cc1	·	2.7%	4%	22%	1%
N#CCc1c(C#N)c(N)nc(N2CCCC(CO)C2)c1C#N (centres undefined)	12%	0.9%	-1%	-6%	0%
O=C(Nc1ccccc1)C1CC(=O)N(c2ccc3c4c(cccc24)CC3)C1 (centres undefined)	0%	0.4%	4%	-1%	1%
Oc1c(Br)cc2oc3c(c2c1CNCc1ccccc1)CCCC3	7%	3.3%	3%	·	-13%
Cc1cccc(N(CC(=O)NCc2ccco2)C(=O)CCC(=O)Nc2nccs2)c1	-3%	2.2%	-2%	2%	3%
COCCSc1nnc(NS(=O)(=O)Cc2ccccc2)s1	0%	0.8%	-5%	4%	1%
COc1cc(-c2cc(N3C(=O)Nc4ccccc4N3O)n[nH]2)cc(OC)c1OC	-6%	i	6%	21%	6%
COc1ccc(S(=O)(=O)N2CCC(C(=O)NCCN3CCOCC3)CC2)cc1OC	11%	i	1%	-7%	0%
CN(Cc1ccco1)Cc1ccc(O)c2ncccc12	·	i	-11%	30%	34%
CN(C)CCN(Cc1ccccc1)c1ccccn1	3%&13%	0.4%	-7%	14%	4%
CC(C)CC1NC(=O)N(CC(=O)Nc2ccc(OCc3ccccc3)cc2)C1=O (centres undefined)	·	3.5%	-4%	·	·
CN(CC(=O)NCc1cccc(F)c1)C(=O)c1ccco1	-9%	i	-7%	-11%	-7%
Cc1cccc(-c2nc(CSCC(=O)N3CCN(Cc4ccc5c(c4)OCO5)CC3)c(C)o2)c1	-3%	i	5%	5%	?
O=C(COC(=O)c1ccccc1F)NNC(=O)c1ccccc1	6%	1.1%	-3%	-10%	19%
COCCn1c(SCC(=O)Nc2cc(C)on2)nnc1-c1ccco1	5%	0.1%	2%	-18%	-4%
COc1ccc(OCC(=O)NNC(=O)C(=O)N2CCCC2)cc1	-5%	i	8%	3%	-8%
Cc1ccc2c(c1)CC1(CN2C)C(=O)OC(C)(C)OC1=O	-8%	i	-3%	·	·
CCOC(=O)CNC(=O)c1cn(CC)c(=O)c2cc(OC)c(OC)cc12	-10%	5.8%	4%	-7%	-16%
CC(=O)N1CCN(S(=O)(=O)c2c(F)cc(F)c(Cl)c2F)CC1	-1%	0.6%	-2%	-1%	13%
COc1cc(OC)c(C(=O)OCC(=O)c2ccc3c(c2)NC(=O)CO3)cc1OC	·	3.0%	-21%	6%	12%
Cc1cccc(N2CCN(C(=S)Nc3ccc4nc(N5CCN(C)CC5)cc(C)c4c3)CC2C)c1 (centres undefined)	21%	13%	27%	77%	?
COc1ccc(NC2CS(=O)(=O)CC2NCc2ccco2)cc1 (centres undefined)	-1%	0.1%	6%	1%	-3%
O=C(CCN1C(=O)c2ccc([N+](=O)[O-])cc2C1=O)Nc1cccc(O)c1	-1%	1.3%	-8%	-6%	1%
CN(C)S(=O)(=O)c1ccccc1N=C=S	·	i	-6%	·	·
Cc1nc2ccccc2n1CCOc1ccc([N+](=O)[O-])cc1	6%	1.4%	-13%	1%	6%
COc1ccc(N(CC(=O)Nc2cccc(N(C)S(C)(=O)=O)c2)S(=O)(=O)c2ccccc2)cc1Cl	0%	7.6%	15%	31%	28%
O=c1[nH]c2cccc(Cl)c2n(CCNc2ncc(C(F)(F)F)cc2Cl)c1=O	7%	5.7%	-9%	46%	-3%
O=C1c2cccc(O)c2C(=O)c2c(O)cc(CO)cc21	-10%	·	·	28%	-12%
Cc1ccc(N2CC(C(=O)NCc3ccccn3)CC2=O)cc1 (centres undefined)	-3%	0.4%	-8%	7%	1%
COc1ccccc1N(CC(=O)NCCC1=CCCCC1)S(=O)(=O)c1ccccc1	13%	3.4%	2%	6%	3%
O=C(N/N=C/C=C/c1ccco1)c1cccc([N+](=O)[O-])c1	-7%	i	0%	7%	3%
CCCC(C)n1[nH]c(=O)c2c1NC(=O)CSC2c1ccccc1 (centres undefined)	-1%	i	-8%	4%	-5%
O=C(/C=C\c1ccccc1)NCC(=O)N/N=C/c1ccc(O)cc1O	8%	3.3%	14%	13%	6%
C=CCOC(=O)c1sc(NC(=O)c2ccco2)nc1C	-7%	0.7%	-3%	5%	-3%
CCc1ccc(N2C(=O)C3ON(c4ccccc4)C(c4ccco4)C3C2=O)cc1 (centres undefined)	0%	0.9%	-3%	6%	2%
Cc1nc2c(C(=O)N3CCN(C)CC3)cnn2c(C)c1Cc1ccc(Cl)cc1	-8%	0.2%	23%	2%	0%
COc1cc(OC)cc(C(=O)Nc2ccn(C)n2)c1	·	3.7%	1%	-11%	-17%
Cc1scc(C(=O)N/N=C/c2ccc([N+](=O)[O-])o2)c1C	7%	1.8%	-7%	62%	?
CCN(CC)CCN1C(=O)C2C(C(=O)Nc3ccc(C(C)C)cc3)C3C=CC2(O3)C1C(=O)NC1CCCCC1 (centres undefined)	1%	i	9%	10%	9%
COc1ccccc1NC(=O)c1ccc2nsnc2c1	7%	1.6%	1%	10%	6%
Cc1cccc(C(=O)N2CCN(S(=O)(=O)N3CCCCCC3)CC2)c1	4%	i	5%	7%	-4%
Cc1ccc(-c2nc(-c3ccccc3)no2)c(Cl)c1	-10%	3.6%	20%	·	-2%
COc1ccc(Br)cc1/C=N/NC(=O)CNC(=O)/C=C/c1ccccc1	-4%	0.2%	-15%	32%	0%
COc1ccc(/C=C2/C(=O)N(c3ccccc3)N=C2C)cc1Br	1%	0.6%	22%	1%	-1%

Continuation.
SMILES	Salmonella PhoP GFP	VEEV TC-83 Vero	influenza NS1A	tuberculosis growth	H37Rv inhibition	others
COc1cccc(N=Cc2c[nH][nH]c2=O)c1	-1%	2.2%	-2%	-28%	-7%
COc1ccc(C(=O)C(Cc2ccccc2)N(C)C)cc1 (centres undefined)	3%	i	23%	30%	-3%	VEEV TC-83 Vero 10K pilot screen=1.1
CCOc1ccc(CNC(=O)CCC(=O)N2CCSc3ccccc32)cc1	-6%	2.0%	24%	-4%	-8%
CC(=O)N[C@H]1[C@H](Oc2ccc3c(c2)CCC2C3CC[C@]3(C)C(=O)CCC23)O[C@H](CO)[C@@H](O)[C@@H]1O (some centres undefined)	6%	0.1%	-5%	-5%	4%
COc1ccc(CCNC(=O)CNC(=O)Cn2ccc3ccccc3c2=O)cc1OC	-2%	1.2%	-13%	-1%	-12%
COc1cc(C(=O)NCCc2ccccc2)ccc1OCC(=O)N1CCOCC1	·	4.6%	-1%	-4%	-3%
CCCC(=O)Nc1ccc(N2CCN(C(=O)c3cc4ccccc4o3)CC2)cc1	7%	1.0%	-2%	-7%	-3%
OC(c1ccc(F)cc1)C(c1ccccc1)N1CCOCC1 (centres undefined)	-6%	i	-3%	-16%	-10%
CC(C)C(=O)NC(=O)COC(=O)/C=C/c1cccs1	1%	0.8%	4%	-3%	0%
O=C(CSc1ccc(Cl)cc1)Nc1cccc(-c2nnc(-c3ccco3)o2)c1	-7%	0.2%	-1%	-11%	-2%
Oc1ccc(-n2cccc2/C=N/n2cnnc2)cc1	-1%	i	5%	-27%	-5%
CCC(=O)c1ccc(OCC(=O)OCC(=O)N(CCC#N)c2ccc3c(c2)OCCO3)cc1	·	1.4%	2%	·	2%
CCCCNc1cc(=O)oc2ccccc12	6%	0.6%	7%	7%	-2%
Cc1csc(=O)n1CC(=O)OCc1nnc(-c2ccc(Cl)cc2)o1	5%	2.3%	-1%	3%	-9%
Cc1ccc(C(=O)N/C(=C/c2cccs2)C(=O)NCc2ccco2)cc1	0%	i	-4%	-2%	-2%
CC(=O)N1CCN(S(=O)(=O)c2cccc(C(=O)NNC(=O)Cn3nc(C)cc3C)c2)CC1	·	i	0%	-17%	-12%
COc1cccc(OCc2cc(C(=O)N3CCN(c4ccccc4OC)CC3)no2)c1	-3%	8.7%	2%	20%	4%
Cc1cc(C(=O)CSc2nnc(-c3ccco3)o2)c(C)n1-c1ccc2c(c1)OCCO2	-14%	1.1%	1%	10%	-1%
COc1ccc(C(=O)C2CCCN(Cc3ccc4nonc4c3)C2)c(OC)c1 (centres undefined)	-16%	2.2%	12%	10%	-10%
Cc1cc2c(SCC(=O)Nc3cccc(O)c3)ncnc2s1	·	3.0%	-4%	·	·
CCOc1ccc(C(=O)OC2CCN(C)CC2)cc1	8%	1.1%	-7%	-2%	-3%
O=C(OC(C(=O)NCc1cccs1)c1ccccc1F)c1ccco1 (centres undefined)	6%	6.2%	-6%	6%	-9%
O=C(c1ccc2nc[nH]c2c1)N1CCc2ccccc2C1	-7%	1.8%	-4%	5%	-4%
CCCCN=Cc1c(C)[nH]n(-c2ccccc2)c1=S	3%	5.0%	-11%	-2%	4%
COc1ccc(/C(C)=N/NC(=O)CNC(=O)c2ccco2)cc1	15%	0.6%	12%	1%	7%
CCN1C(=O)c2ccccc2S(=O)c2ccc(C(=O)N3CCN(C(=O)c4ccco4)CC3)cc21 (centres undefined)	-4%	1.4%	23%	-1%	-7%
COC(=O)c1ccc(NC(=O)Cc2ccccc2)cc1	5%	1.1%	-1%	6%	5%
COc1cc(NC(=O)CN2C(=O)C(C)N(c3ccc(C)cc3)C2=O)cc(OC)c1 (centres undefined)	1%	2.2%	2%	8%	-2%
